CHRM1 PAM: potentiates human M1 receptor response to acetylcholine. activation, % at 3 µM. actives 0.088% (n = 360,000). AID 588819. CHO-K1 hM1, Fluo-8 calcium fluorescence, ACh EC20; 0% = ACh EC20, 100% = maximal ACh. P11229; in the data active means activation above about 19%, passing the limit was not always enough
CRFR2-BP antag: CRF-BP/CRF-R2 complex antagonism; inhibition, % at 11.8 µM; AID 588475; actives 0.59% (n = 350,000); HEK293 CRF-R2/CRF-BP, CRF-induced calcium fluorescence;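 active means inhibition of the ligand-induced calcium signal above about 50% at the single tested concentration, limit read from the data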
M5 antag: blocks acetylcholine activation of human M5 receptor; P08912; CHO-hM5 cells, Fluo-8 calcium fluorescence, ACh EC80; inhibition, % at 3 µM; actives 0.59% (n = 360,000);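 active means inhibition above a per-plate cutoff, the mean of that plate's test compounds plus 3 SD, cut at about 27% in these data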;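 further: 0% = acetylcholine EC80 with DMSO and 100% = DMSO without agonist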
Target sequence (P08912 whole entry, looked up): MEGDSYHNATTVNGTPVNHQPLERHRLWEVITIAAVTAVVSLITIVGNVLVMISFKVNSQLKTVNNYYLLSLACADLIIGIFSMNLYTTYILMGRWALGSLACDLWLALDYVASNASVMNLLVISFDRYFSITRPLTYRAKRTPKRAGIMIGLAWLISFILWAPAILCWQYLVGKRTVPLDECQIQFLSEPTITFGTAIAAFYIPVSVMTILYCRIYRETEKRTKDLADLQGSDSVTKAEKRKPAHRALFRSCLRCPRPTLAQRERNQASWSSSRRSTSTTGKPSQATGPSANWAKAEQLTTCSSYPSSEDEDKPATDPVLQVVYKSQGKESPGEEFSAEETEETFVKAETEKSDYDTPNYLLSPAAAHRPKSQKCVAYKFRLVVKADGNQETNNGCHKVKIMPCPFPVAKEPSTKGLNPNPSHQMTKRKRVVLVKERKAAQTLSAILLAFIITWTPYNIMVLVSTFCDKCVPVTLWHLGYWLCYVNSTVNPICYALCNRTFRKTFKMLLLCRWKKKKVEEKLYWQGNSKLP
M4 PAM: positive allosteric modulators of human muscarinic M4 receptor; activation, % at 3 µM; actives 0.4% (n = 360,000); AID 624126; P08173; CHO-K1 hM4/Gqi5, Fluo-8 calcium fluorescence, ACh EC20; 0% = ACh EC20, 100% = maximal ACh;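 active means activation above its plate's cutoff, the mean activation of sample wells plus 3 SD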; further: some results filed as inactive read as strong as hits
Target sequence (P08173 whole entry, looked up): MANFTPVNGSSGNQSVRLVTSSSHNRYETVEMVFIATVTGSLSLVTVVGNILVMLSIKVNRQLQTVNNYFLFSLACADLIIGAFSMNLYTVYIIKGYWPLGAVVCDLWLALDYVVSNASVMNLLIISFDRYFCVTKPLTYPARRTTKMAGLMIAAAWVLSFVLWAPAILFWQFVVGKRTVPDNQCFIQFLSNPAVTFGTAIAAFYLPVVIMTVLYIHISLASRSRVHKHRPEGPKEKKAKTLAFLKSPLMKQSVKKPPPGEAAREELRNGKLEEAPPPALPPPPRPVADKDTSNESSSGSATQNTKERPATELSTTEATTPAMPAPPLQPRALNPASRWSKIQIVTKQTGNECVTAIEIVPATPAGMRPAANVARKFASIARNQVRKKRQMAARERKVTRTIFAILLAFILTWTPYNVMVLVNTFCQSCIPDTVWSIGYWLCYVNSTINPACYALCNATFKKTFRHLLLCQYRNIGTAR
M4 ag: agonists of human muscarinic M4 receptor (CHRM4). CHO-K1 hM4/Gqi5, Fluo-8 calcium fluorescence; vehicle 0%, full acetylcholine response 100%. activation, % at 3 µM. actives 0.14% (n = 360,000). P08173;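 active means activation above the run mean over all test wells plus 3 SD, cut at about 32% in these data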;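 further: peak over basal fluorescence ratio per well then scaled between controls; 0% = DMSO wells and 100% = acetylcholine at EC100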
CHRM4 antagonist: blocks acetylcholine activation of human M4 receptor | CHO-hM4 cells, ACh EC80, Fluo-8 calcium fluorescence | inhibition, % at 3 µM | actives 0.73% (n = 360,000) | AID 624125;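 active means inhibition above its plate's cutoff, the mean inhibition of sample wells plus 3 SD, cut at about 27% in these data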;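 further: 0% = acetylcholine EC80 with DMSO and 100% = DMSO without agonist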
CRFBP-R2 agonist: CRF-BP/CRF-R2 complex agonism | HEK293 CRF-R2/CRF-BP, calcium dye fluorescence (FLIPR); percent of saturating CRF peptide response | activation, % at 13.2 µM | actives 0.46% (n = 350,000) | AID 588473;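 active means activation of at least 50%, plus an integration ratio under a set limit after plate pattern correction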;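 further: plate controls were neutral control wells without compound for no effect and CRF at EC100 for full effect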
M5 ag: CHRM5 agonism in calcium assay. activation, % at 3 µM. P08912. CHO-K1 hM5 cells, Fluo-8 calcium fluorescence; 0% DMSO wells, 100% maximal acetylcholine response. actives 0.19% (n = 360,000);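 active means activation above the run's mean over test compounds plus 3 SD, cut at about 23% in these data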;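 further: signal is peak over basal fluorescence ratio across the kinetic read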
M5 PAM: potentiates acetylcholine response at human M5 receptor | CHO-K1 hM5, Fluo-8 calcium, ACh EC20 PAM; 0% = ACh EC20, 100% = ACh EC100 | activation, % at 3 µM | actives 0.3% (n = 360,000) | P08912;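 active means activation above the run cutoff, the mean activation of all test compounds plus 3 SD, cut at about 18% in these data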
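system = human M5 receptor in CHO-K1 cells | reagent = EC20 acetylcholine as agonist stimulus | compound dosing = single-point, 3 µM nominal | incubation = Fluo-8 loading 80 min at 37 °C plus 30 min room temperature | detection = Fluo-8 calcium dye fluorescence, kinetic read | benchmarks = low control EC20 acetylcholine (0%), high control EC100 acetylcholine (100%)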
Active calls of the source: *.

`COCCNC(=O)c1cccc(OC2CCN(Cc3ccccc3C)CC2)c1` gave CHRM1 PAM 10, CRFR2-BP antag -3, M5 antag 0, M4 PAM -6, M4 ag 1, CHRM4 antagonist 4, CRFBP-R2 agonist -0.9, M5 ag -12 and M5 PAM 4.
Screening CN(CC(=O)Nc1ccccc1C(F)(F)F)C(=O)CSc1nnc(N)s1 returned CHRM1 PAM 7, CRFR2-BP antag 9, M5 antag 25, M4 PAM 5, M4 ag 0, CHRM4 antagonist 3, CRFBP-R2 agonist -1.5, M5 ag 0 and M5 PAM 2.
For Cn1c2ccccc2n2c(=O)cc(-c3ccccc3)c(C#N)c12 the results were CHRM1 PAM 13, CRFR2-BP antag 7, M5 antag 6, M4 PAM 0, M4 ag 2, CHRM4 antagonist 4, CRFBP-R2 agonist -0.3, M5 ag -3 and M5 PAM 7.
Screening CC(Sc1nnc(C2CC2)n1C1CC1)C(=O)c1ccc(F)cc1 (stereo unspecified) returned CHRM1 PAM -2, CRFR2-BP antag 2, M5 antag 11, M4 PAM 10, M4 ag 1, CHRM4 antagonist -3, CRFBP-R2 agonist -1.0, M5 ag -1 and M5 PAM 0.
`CCOC(=O)C(C)n1cnc2c(nnn2-c2ccc(F)cc2)c1=O` (stereo unspecified) gave CHRM1 PAM 0, CRFR2-BP antag -9, M5 antag 4, M4 PAM 2, M4 ag 1, CHRM4 antagonist 0, CRFBP-R2 agonist 26, M5 ag 2 and M5 PAM 0.
`CCOC(=O)C[C@H]1c2cc(F)ccc2S(=O)(=O)N1C1CCCCC1` gave CHRM1 PAM 7, CRFR2-BP antag 12, M5 antag 13, M4 PAM 8, M4 ag 0, CHRM4 antagonist 4, CRFBP-R2 agonist -1.0, M5 ag -2 and M5 PAM 2.
For CC(=O)Nc1ccc(Nc2ccccc2)cc1 the results were CHRM1 PAM 7, CRFR2-BP antag 3, M5 antag -2, M4 PAM 15, M4 ag 2, CHRM4 antagonist -4, CRFBP-R2 agonist -0.6, M5 ag 1 and M5 PAM 3.
`Cc1ccc(C)c(OCCn2cc(/C=C(\C#N)C(=O)NCC3CCCO3)c3ccccc32)c1` (stereo unspecified) gave CHRM1 PAM -3, CRFR2-BP antag -11, M5 antag 4, M4 PAM -2, M4 ag 4, CHRM4 antagonist -7, CRFBP-R2 agonist 0.2, M5 ag -1 and M5 PAM -7.
CC(C)(C)OC(=O)Nc1ccccc1-n1nnnc1C(C(=O)c1ccccc1)N1CCN(c2ccccn2)CC1 (stereo unspecified) was read as M5 antag 2, M4 PAM -5, M4 ag 3, CHRM4 antagonist 2, M5 ag 1 and M5 PAM -1.
For N#C/C(=C\c1cccn1S(=O)(=O)c1cccc([N+](=O)[O-])c1)S(=O)(=O)c1ccc(F)cc1 the results were CHRM1 PAM -1, M5 antag 0, M4 PAM 2, M4 ag 3, CHRM4 antagonist -1, M5 ag -3 and M5 PAM 3.

Sorted by length of the SMILES (descending): some entries from above
For N#C/C(=C\c1cccn1S(=O)(=O)c1cccc([N+](=O)[O-])c1)S(=O)(=O)c1ccc(F)cc1 the results were CHRM1 PAM -1, M5 antag 0, M4 PAM 2, M4 ag 3, CHRM4 antagonist -1, M5 ag -3 and M5 PAM 3.
`COCCNC(=O)c1cccc(OC2CCN(Cc3ccccc3C)CC2)c1` gave CHRM1 PAM 10, CRFR2-BP antag -3, M5 antag 0, M4 PAM -6, M4 ag 1, CHRM4 antagonist 4, CRFBP-R2 agonist -0.9, M5 ag -12 and M5 PAM 4.
Screening CC(Sc1nnc(C2CC2)n1C1CC1)C(=O)c1ccc(F)cc1 (stereo unspecified) returned CHRM1 PAM -2, CRFR2-BP antag 2, M5 antag 11, M4 PAM 10, M4 ag 1, CHRM4 antagonist -3, CRFBP-R2 agonist -1.0, M5 ag -1 and M5 PAM 0.

Continuation.
For CCOc1ccc(-n2c(N)c(-c3nc4ccccc4n3C)c3nc4ccccc4nc32)cc1 the results were CHRM1 PAM -4, CRFR2-BP antag -34, M5 antag 2, M4 PAM 0, M4 ag 1, CHRM4 antagonist 2, CRFBP-R2 agonist 21, M5 ag -1 and M5 PAM 1.
Screening COc1ccccc1OCC(=O)NNC(=O)CSC(=S)N1CCCC1 returned CHRM1 PAM 5, CRFR2-BP antag 3, M5 antag 7, M4 PAM -3, M4 ag 0, CHRM4 antagonist 5, CRFBP-R2 agonist -0.8, M5 ag 3 and M5 PAM 6.
For O=C(c1cccc2ccccc12)N1CCCCC1 the results were CHRM1 PAM 7, CRFR2-BP antag 0, M5 antag 23, M4 PAM -3, M4 ag 0, CHRM4 antagonist 4, CRFBP-R2 agonist -0.8, M5 ag -5 and M5 PAM -13.
For C[C@@H]1CN([C@H](C)CO)C(=O)c2cc(Br)cnc2O[C@@H]1CN(C)C(=O)Nc1cccc(F)c1 the results were CHRM1 PAM 5, CRFR2-BP antag 8, M5 antag -5, M4 PAM 10, M4 ag 0, CHRM4 antagonist -14, CRFBP-R2 agonist -0.2, M5 ag 2 and M5 PAM 3.
For O=C1NC(Cc2ccccc2)c2nc3ccc(F)cc3c(=O)n2-c2cc3ccccc3cc21 (stereo unspecified) the results were CHRM1 PAM -6, CRFR2-BP antag 7, M5 antag 13, M4 PAM -3, M4 ag 12, CHRM4 antagonist -3, CRFBP-R2 agonist -0.9, M5 ag -1 and M5 PAM -19.
COc1ccc(NC(=O)N(C)C[C@H]2Oc3ccc(NC(=O)CCN4CCOCC4)cc3C(=O)N([C@@H](C)CO)C[C@H]2C)cc1 was read as CHRM1 PAM 3, CRFR2-BP antag 3, M5 antag -3, M4 PAM 3, M4 ag 1, CHRM4 antagonist 6, CRFBP-R2 agonist 3.9, M5 ag 3 and M5 PAM 15.
`NS(=O)(=O)c1ccc(CCNC(=O)CC(c2ccccc2)c2ccccc2)cc1` gave CHRM1 PAM 3, CRFR2-BP antag -2, M5 antag 9, M4 PAM -2, M4 ag -1, CHRM4 antagonist 8, CRFBP-R2 agonist -3.1, M5 ag 5 and M5 PAM 3.
`COCCNC(=O)c1cn(C)c2ccc(S(=O)(=O)N3CCCC3)cc2c1=O` gave CHRM1 PAM 14, CRFR2-BP antag 1, M5 antag 0, M4 PAM 7, M4 ag 0, CHRM4 antagonist -6, CRFBP-R2 agonist -0.7, M5 ag -2 and M5 PAM 4.
Screening CCCC(=O)Nc1ccc(S(=O)(=O)Nc2cc(C)nc(C)n2)cc1 returned CHRM1 PAM 6, CRFR2-BP antag 4, M5 antag -6, M4 PAM 3, M4 ag 1, CHRM4 antagonist -1, CRFBP-R2 agonist 0.9, M5 ag -4 and M5 PAM 8.
For COc1ccc(Cn2c(C)nnc2-c2cnn(C)c2N)cc1OC the results were CHRM1 PAM 4, CRFR2-BP antag -5, M5 antag 4, M4 PAM 12, M4 ag 4, CHRM4 antagonist -3, CRFBP-R2 agonist 0.0, M5 ag 1 and M5 PAM 3.
CCc1ccc(-c2cc(C(=O)NN3CCOCC3)c3ccccc3n2)cc1 was read as CHRM1 PAM 0, CRFR2-BP antag -3, M5 antag 13, M4 PAM 7, M4 ag 4, CHRM4 antagonist -7, CRFBP-R2 agonist -1.1, M5 ag -4 and M5 PAM 3.
For CCC(C)c1ccccc1N1CC(C(=O)NCCC2=CCCCC2)CC1=O (stereo unspecified) the results were CHRM1 PAM 1, CRFR2-BP antag -23, M5 antag 9, M4 PAM 1, M4 ag 4, CHRM4 antagonist 13, CRFBP-R2 agonist -0.4, M5 ag 5 and M5 PAM 3.
For O=C(c1ccc(NS(=O)(=O)c2ccc3c(c2)OCCO3)cc1)N1CCCCC1 the results were CHRM1 PAM -2, CRFR2-BP antag 8, M5 antag 8, M4 PAM -4, M4 ag 5, CHRM4 antagonist -6, CRFBP-R2 agonist 1.2, M5 ag 10 and M5 PAM -4.
`CCOc1ccc(OCC(=O)Nc2ccc(OC)cc2[N+](=O)[O-])cc1` gave CHRM1 PAM 10, CRFR2-BP antag -33, M5 antag -3, M4 PAM 0, M4 ag 1, CHRM4 antagonist 5, CRFBP-R2 agonist -1.1, M5 ag -2 and M5 PAM -2.
`CC(=O)COC(=O)CCc1nc2ccccc2[nH]c1=O` gave CHRM1 PAM -1, CRFR2-BP antag -6, M5 antag 11, M4 PAM 6, M4 ag 2, CHRM4 antagonist 8, CRFBP-R2 agonist 1.3, M5 ag 4 and M5 PAM -3.
`Cc1ccc(S(=O)(=O)Nc2nc3ccc(N)cc3s2)cc1` gave CHRM1 PAM 9, CRFR2-BP antag -2, M5 antag 11, M4 PAM 3, M4 ag -1, CHRM4 antagonist 9, CRFBP-R2 agonist -0.2, M5 ag -2 and M5 PAM 1.
For O=C(COC(=O)c1ccc(O)cc1O)Nc1ccc2ccccc2c1 the results were CHRM1 PAM -9, CRFR2-BP antag -4, M5 antag 14, M4 PAM -4, M4 ag 7, CHRM4 antagonist 10, CRFBP-R2 agonist 0.1, M5 ag 1 and M5 PAM -15.
`C=CCNC(=S)NC(CC(=O)OC)c1ccc2c(c1)OCO2` (stereo unspecified) gave CHRM1 PAM 6, CRFR2-BP antag 4, M5 antag 10, M4 PAM -2, M4 ag 2, CHRM4 antagonist 4, CRFBP-R2 agonist -0.9, M5 ag -4 and M5 PAM -2.
COc1ccc(NC(=O)Nc2cccc3c2O[C@H](CN(C)S(=O)(=O)c2c(C)noc2C)[C@@H](C)CN([C@H](C)CO)C3=O)cc1 was read as CHRM1 PAM 6, CRFR2-BP antag 2, M5 antag 0, M4 PAM -2, M4 ag 0, CHRM4 antagonist -3, CRFBP-R2 agonist -2.1, M5 ag 1 and M5 PAM -2.
`Nc1nc(C(=O)N2CCOCC2)nn1S(=O)(=O)c1ccc(Cl)cc1` gave CHRM1 PAM 4, CRFR2-BP antag 12, M5 antag -2, M4 PAM -2, M4 ag 0, CHRM4 antagonist 6, CRFBP-R2 agonist 0.7, M5 ag -1 and M5 PAM -4.
Screening Cc1nnc(NC(=O)Cn2cnc3c2c(=O)n(C)c(=O)n3C)s1 returned CHRM1 PAM 4, CRFR2-BP antag -20, M5 antag -3, M4 PAM 2, M4 ag 1, CHRM4 antagonist -1, CRFBP-R2 agonist 3.0, M5 ag -4 and M5 PAM 4.
O=C(CSc1nnnn1Cc1ccccc1)c1ccccc1 was read as CHRM1 PAM 5, CRFR2-BP antag -3, M5 antag -1, M4 PAM -3, M4 ag 0, CHRM4 antagonist 6, CRFBP-R2 agonist 0.3, M5 ag -4 and M5 PAM -1.
CC(NC(=O)c1ccc(OC2CCN(S(=O)(=O)N(C)C)CC2)cc1)C1CC1 (stereo unspecified) was read as CHRM1 PAM 8, CRFR2-BP antag 0, M5 antag 1, M4 PAM -10, M4 ag 2, CHRM4 antagonist 10, CRFBP-R2 agonist 0.1, M5 ag 0 and M5 PAM -3.
Screening Cc1ccc(-c2nc(N3CCN(C)CC3)c3ccccc3n2)cc1 returned CHRM1 PAM 13, CRFR2-BP antag -7, M5 antag 5, M4 PAM -4, M4 ag 6, CHRM4 antagonist 9, CRFBP-R2 agonist 1.9, M5 ag 2 and M5 PAM 13.
For CN(c1cccc(F)c1)c1cc2c(c3c1ccn3C)C1CCC2O1 (stereo unspecified) the results were CHRM1 PAM -2, M5 antag 2, M4 PAM -4, M4 ag -2, CHRM4 antagonist -3, M5 ag 0 and M5 PAM -1.
